Bioassay records deposited in PubChem by several laboratories.
PKA-R2B act = activators of PKA-R2B holoenzyme, primary screen, biochemical, fluorescence polarization, Cy5-IP20, human; cAMP-dependent protein kinase catalytic subunit beta (Homo sapiens) + cAMP-dependent …; activation, % at 11.4 µM; PKA-R2B holoenzyme dissociation; R2B truncated from residue 108, S112A mutant; 0% DMSO only, 100% 113 µM cGMP; 340,000 compounds, 0.079% hits;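 active = activation above a cutoff set at the mean over all compounds plus 3 SD, cut at about 18% in these data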;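 note: higher means more holoenzyme dissociation and a rise in polarization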
PvdQ inh = P. aeruginosa PvdQ acylase inhibitors, primary screen, biochemical, fluorescence, plate reader and imaging, single point; PvdQ acylase [Pseudomonas aeruginosa LESB58]; purified PvdQ acylase; inhibition, % at 10 µM; 340,000 compounds, 0.063% hits; AID 488965, 2010; in the data active = inhibition above about 30%, passing the limit was not always enough;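 note: 0% = vehicle neutral wells and 100% = reference inhibitor wells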
DAGLB inhibitor = DAGLB lipase inhibitors, primary screen, biochemical, fluorescence, HTS. inhibition, % at 5.17 µM. AID 504411, 2011. HEK293T DAGLB membrane lysate, EnzChek fluorogenic substrate. 340,000 compounds, 0.059% hits; in the data active = inhibition above about 34%;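 note: 0% = enzyme with vehicle and 100% = wells lacking enzyme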
SR-BI DiI inh = inhibitors of SR-BI mediated HDL lipid uptake, primary screen, ldlA[mSR-BI] cells, fluorescence, single point. Scavenger receptor class B member 1 (Mus musculus), Q61009. ldlA[mSR-BI] CHO cells, DiI-HDL uptake fluorescence, 3 h. inhibition, % at 12.5 µM. 320,000 compounds, 0.96% hits;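 active = mean replicate inhibition of at least 70% and a set share of replicates each scoring 70 or more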;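 note: 0% = median of neutral control wells and 100% = median of positive control wells; values of inactives mirror those of a sister screen read the other way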
Target sequence (Q61009 whole entry, looked up): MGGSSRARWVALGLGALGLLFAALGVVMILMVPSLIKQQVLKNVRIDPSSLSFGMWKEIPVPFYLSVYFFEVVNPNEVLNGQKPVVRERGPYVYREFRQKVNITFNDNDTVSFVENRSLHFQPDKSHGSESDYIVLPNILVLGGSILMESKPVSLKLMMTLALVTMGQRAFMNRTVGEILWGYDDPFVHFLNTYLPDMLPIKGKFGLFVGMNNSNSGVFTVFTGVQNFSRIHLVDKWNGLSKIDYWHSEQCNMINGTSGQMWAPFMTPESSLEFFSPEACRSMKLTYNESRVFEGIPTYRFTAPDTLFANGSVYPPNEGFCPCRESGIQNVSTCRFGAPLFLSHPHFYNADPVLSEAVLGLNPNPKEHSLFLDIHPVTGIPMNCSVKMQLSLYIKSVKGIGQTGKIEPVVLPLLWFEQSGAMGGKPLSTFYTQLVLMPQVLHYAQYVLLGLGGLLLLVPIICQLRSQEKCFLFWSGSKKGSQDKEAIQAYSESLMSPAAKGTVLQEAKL
Cardiac RTF inh = cardiac RTF calcium sensitivity inhibitors, primary screen, biochemical, IANBD-TnC fluorescence, EC70 calcium. AID 493244, 2011. 340,000 compounds, 0.12% hits. inhibition, % at 7.15 µM. Troponin I, cardiac muscle (Homo sapiens) + Troponin T, cardiac muscle (Homo sapiens) + …. IANBD-labeled cardiac RTF, Ca2+ fluorescence;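 active = inhibition above the mean inhibition of all tested compounds plus 3 SD, cut at about 17% in these data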;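 note: assay run at fixed EC70 calcium of 1.6 mM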
NSD2 inh = NSD2 histone methyltransferase inhibitors, primary screen, biochemical, AlphaScreen, single concentration, set 2; Histone-lysine N-methyltransferase NSD2 (Homo sapiens), O96028; NSD2 peptide methylation, 120 min; inhibition, % at 12.5 µM; 310,000 compounds, 0.54% hits; in the data active = inhibition above about 50%
SR-BI DiI-HDL act = activators of SR-BI mediated DiI-HDL uptake, primary screen, ldlA[mSR-BI] CHO cells, DiI fluorescence; 3 h; 100 = double the neutral-control signal; activation, % at 12.5 µM; 320,000 compounds, 0.096% hits;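 active = mean replicate activation of at least 60% and every replicate at or above 60%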;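 note: 0% = median plate neutral-control signal and 100% = twice that signal; values of inactives mirror those of a sister screen read the other way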
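Assay system: CHO ldlA[mSR-BI] cells, LDL receptor-null, SR-BI overexpressing; medium: Ham's F12 with 0.5% BSA, HEPES 25 mM, pH 7.4; also added: DiI-HDL 10 µg/mL; timing: 3 h uptake period with compound, 37 °C; signal: DiI fluorescence, bottom read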
Arrestin-AP2 inh = inhibitors of beta-arrestin/AP2 binding, primary screen, biochemical, GPCR trafficking, flow cytometry. beta-arrestin 1 C-terminal peptide binding to AP2 beta2-adaptin appendage (human). FITC-arrestin peptide / GST-AP2 beads; AP2 beta2 appendage carries R879A mutation. inhibition, % at 10 µM. 340,000 compounds, 0.31% hits. AID 504490, 2011;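 active = inhibition above a set limit, near 3 SD of compounds lacking own fluorescence, cut at about 54% in these data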;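 note: plate controls were DMSO wells for no effect and 5 µM unlabelled arrestin peptide for full effect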
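test system = AP2 appendage R879A on GSH beads | buffer or medium = PBS plus Tween 20 (0.05%) and BSA (0.1%) | incubation = 12 min plus 1 h, RT | detection = bead flow cytometry, FITC channel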
C-LANA FP = inhibitors of KSHV C-LANA binding to DNA, primary screen, biochemical, fluorescence polarization, FAM-LBS DNA, MBP-C-LANA, single point; Kaposi's sarcoma herpesvirus LANA C-terminal domain (residues 932-1162) DNA binding; AID 504423, 2011; 340,000 compounds, 0.078% hits; inhibition, % at 9 µM;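 active = highest replicate inhibition at or above 60% at 9 µM, even if other replicates fall short; inactive = all replicates below 60% inhibition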;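 note: 0% = neutral control wells and 100% = 4 µM acridine orange control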
Keap1 Nrf2 FP = Keap1-Nrf2 protein-protein interaction inhibitors, primary screen, biochemical, fluorescence polarization, single point; inhibition, % at 9.4 µM; 340,000 compounds, 0.15% hits; Keap1 Kelch-Nrf2 peptide fluorescence polarization, 1536-well; Kelch-like ECH-associated protein 1 (Homo sapiens), Q14145; in the data active = inhibition above about 12%;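 note: human Keap1 Kelch domain with fluorescein labeled Nrf2 9mer peptide probe; 0% = neutral control wells and 100% = peptide positive control; higher means more block of Keap1 binding to Nrf2 peptide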
* hit, by the source's call; . = not tested or not shown.

(1) COc1ccccc1OC(=O)c1ccc(SC)cc1OC
(2) CCN(CC)C(=O)c1sc(NC(=O)C(C)C)c(C#N)c1C
(3) CC(C)(C)OC(=O)N/N=C/c1cn(-c2ccccc2)nc1-c1cccnc1
(4) C=CCN(CC(=O)NC1CCS(=O)(=O)C1)S(=O)(=O)c1ccccc1C(F)(F)F (configuration not stated)
(5) CCN(CC)S(=O)(=O)c1ccc(OC)c(NC(=O)c2ccc(N3CCCC3=O)cc2)c1
(6) COc1ccc(C(=O)N2CCN(C(=O)Cc3ccccc3)CC2)cc1
(7) Cc1cc(Br)ccc1NS(=O)(=O)c1c(C)[nH]c(=O)[nH]c1=O
(8) Cc1ccc(C(Sc2ccccc2)C(Cn2cncn2)C(=O)c2ccccc2)cc1 (configuration not stated)
(9) CCCCS(=O)CC(COC)OC(=O)c1ccccc1 (configuration not stated)
(10) NC(=O)c1ccccc1N/C=C/C(=O)c1ccccc1
compound no. | 1 | 2 | 3 | 4 | 5 | 6 | 7 | 8 | 9 | 10
PKA-R2B act | -4 | -4 | 6 | 1 | 9 | 8 | -1 | 0 | 7 | 2
PvdQ inh | 9 | -5 | -2 | -10 | -13 | -7 | -15 | -8 | -13 | -7
DAGLB inhibitor | 3 | -1 | -1 | -2 | -2 | 3 | -1 | -6 | 2 | -1
SR-BI DiI inh | 26 | -13 | -10 | -6 | 30 | -10 | 15 | -50 | -30 | -3
Cardiac RTF inh | 6 | 3 | -3 | -6 | -2 | 0 | -10 | -4 | -9 | -6
NSD2 inh | -5 | 0 | 3 | -22 | -5 | -2 | 0 | -2 | -1 | 2
SR-BI DiI-HDL act | -26 | 13 | 10 | 6 | . | 10 | -15 | . | 30 | 3
Arrestin-AP2 inh | 0 | -20 | 22 | -9 | -2 | -7 | -7 | 8 | 7 | 0
C-LANA FP | 1.0 | 0.6 | -0.6 | 1.6 | 0.6 | 0.2 | 0.7 | -0.7 | -0.7 | 1.9
Keap1 Nrf2 FP | 1 | 3 | 0 | -5 | -4 | -1 | 0 | 0 | -3 | -9

(11) O=C1CC(c2c[nH]c3ccccc23)C(=O)N1c1ccccc1 (configuration not stated)
(12) Oc1ccc(Br)cc1-c1cc(-c2ccccc2F)[nH]n1
(13) Cc1nnc2ccc(-c3ccc(NS(=O)(=O)c4ccccc4F)cc3)nn12
(14) O=C(Nc1ccc2c(c1)OCO2)C1CC(c2ccc(F)cc2)=NO1 (configuration not stated)
(15) COc1ccc(S(=O)(=O)NCC2CCCN(CC(C)(C)C)C2)cc1 (configuration not stated)
(16) CC(=O)NNc1ncnc2c1cnn2-c1ccc(C)c(C)c1
(17) COc1ccc(CNCc2cc3c(C(C)(C)C)nn(-c4ccccc4)c3[nH]c2=O)cc1
(18) Cc1cc(S(=O)(=O)N2CCCC(N3CCOCC3)C2)c(C)cc1Cl (configuration not stated)
compound no. | 11 | 12 | 13 | 14 | 15 | 16 | 17 | 18
PKA-R2B act | -3 | 2 | -4 | -8 | -2 | -5 | -9 | 2
PvdQ inh | -14 | 1 | -13 | -1 | 1 | -17 | -2 | -11
DAGLB inhibitor | -2 | -2 | 3 | -2 | -1 | 2 | -4 | -2
SR-BI DiI inh | -8 | 52 | 9 | -18 | -11 | -17 | 11 | 10
Cardiac RTF inh | -7 | 1 | -17 | -10 | -3 | -13 | -3 | -9
NSD2 inh | 5 | -1 | -1 | -1 | 0 | -2 | 0 | 1
SR-BI DiI-HDL act | 8 | -52 | -9 | 18 | 11 | 17 | -11 | -10
Arrestin-AP2 inh | -5 | 8 | 33 | 24 | 10 | -34 | 1 | 31
C-LANA FP | -2.0 | 0.1 | -0.6 | -1.6 | -1.4 | -0.3 | 0.2 | -1.4
Keap1 Nrf2 FP | 1 | 2 | -1 | 1 | -2 | 0 | -2 | -5

5 compounds out of the list, ordered by heavy-atom count, ascending:
(10) NC(=O)c1ccccc1N/C=C/C(=O)c1ccccc1
(16) CC(=O)NNc1ncnc2c1cnn2-c1ccc(C)c(C)c1
(14) O=C(Nc1ccc2c(c1)OCO2)C1CC(c2ccc(F)cc2)=NO1 (configuration not stated)
(13) Cc1nnc2ccc(-c3ccc(NS(=O)(=O)c4ccccc4F)cc3)nn12
(17) COc1ccc(CNCc2cc3c(C(C)(C)C)nn(-c4ccccc4)c3[nH]c2=O)cc1
compound no. | 10 | 16 | 14 | 13 | 17
PKA-R2B act | 2 | -5 | -8 | -4 | -9
PvdQ inh | -7 | -17 | -1 | -13 | -2
DAGLB inhibitor | -1 | 2 | -2 | 3 | -4
SR-BI DiI inh | -3 | -17 | -18 | 9 | 11
Cardiac RTF inh | -6 | -13 | -10 | -17 | -3
NSD2 inh | 2 | -2 | -1 | -1 | 0
SR-BI DiI-HDL act | 3 | 17 | 18 | -9 | -11
Arrestin-AP2 inh | 0 | -34 | 24 | 33 | 1
C-LANA FP | 1.9 | -0.3 | -1.6 | -0.6 | 0.2
Keap1 Nrf2 FP | -9 | 0 | 1 | -1 | -2
